MrgX1 allo act – allosterically activates human MrgX1 receptor signaling; B-score at 10 µM; MrgX1-HEK293, Fluo-4 calcium flux, FDSS; hits give high values; AID 588675; actives 0.63% (n = 310,000); Q96LB2;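 active = plate-corrected calcium response at least 3 library SD above typical, normal starting fluorescence, not activating the receptor alone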;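 note: compound read alongside a low EC10 to EC30 dose of BAM8-22 agonist; peak minus trough fluorescence over baseline measured at the second addition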
RGS4 inh – inhibitors of human RGS4. P49798. HEK293 M3R/RGS4 inducible, Fluo-4 calcium flux; hits give high values; triggered by carbachol at its EC20. B-score at 10 µM. actives 0.45% (n = 310,000);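 active = B-score, a plate-corrected calcium signal, over three deviations above library mean, with baseline fluorescence within five deviations of library mean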;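 note: RGS4 expression induced by doxycycline in cells with stable M3 receptor; B-score is computed from the integrated fluorescence ratio over baseline after carbachol; higher B-score means a larger calcium signal and so more RGS4 inhibition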
TRPC6 activator – mouse TRPC6 channel activation; HEK293-TRPC6 membrane potential dye fluorescence; hits give high values; B-score at 10 µM; actives 0.13% (n = 310,000); AID 2550;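 active = B-score of the integrated fluorescence ratio above library mean plus 3 SD, and starting fluorescence ratio within library mean plus 5 SD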;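 note: higher score means more depolarization so channel activation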
TRPC6 inh – blocks the mouse TRPC6 cation channel. Q61143. HEK293-TRPC6, membrane potential dye, ACh-evoked depolarization; hits give low values. B-score at 10 µM. actives 1.1% (n = 310,000);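 active = B-score under library mean minus 3 SD, initial fluorescence not abnormally high, positive integrated signal ratio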;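 note: B-score derived from integrated fluorescence ratio over the kinetic read; more negative B-score means stronger inhibition of depolarization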
MrgX1 agonist – human MrgX1 receptor agonism, primary screen; AID 588627; actives 0.44% (n = 310,000); MrgX1-HEK293 cells, Fluo-4 calcium fluorescence, agonist mode; hits give high values; Q96LB2; B-score at 10 µM;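 active = calcium response B-score plate-corrected fluorescence ratio at least 3 library SD, with starting fluorescence B-score inside 5 SD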
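Material – MrgX1-expressing HEK293 cells · Input – 15,000 cells seeded per well · Dosing – compound as first of three additions · Times – overnight seeding, then 1 h dark dye loading · Measured by – kinetic Fluo-4 NW fluorescence of intracellular calcium · Read-out – B-scored fluorescence response ratio · Benchmarks – positive and negative control wells on each plate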
TRPC4 PAM – allosterically enhances the mouse TRPC4 cation channel; actives 0.42% (n = 310,000); AID 2227; B-score at 10 µM; HEK293 TRPC4beta/mu-opioid, DAMGO EC20, Fluo-4 Ca2+ flux; hits give high values;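 active = B-score of calcium response area above 5 SD of library B-scores, with initial fluorescence ratio within 5 SD of library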;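 note: B-score of integrated fluorescence ratio over time as area under calcium response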
ANO1 block – blocks the mouse calcium-activated chloride channel TMEM16A. actives 1.2% (n = 310,000). normalized B-score (activity score, 25-100; higher = stronger inhibition) at 10 µM. Q8BHY3. HEK293 TMEM16A/YFP iodide influx fluorescence, ionomycin;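 active = ratio plate-corrected score three or more library SD toward inhibition, starting fluorescence score within five deviations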;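 note: score derived from kinetic fluorescence span divided by baseline fluorescence per well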
Target sequence (Q8BHY3 whole entry, looked up): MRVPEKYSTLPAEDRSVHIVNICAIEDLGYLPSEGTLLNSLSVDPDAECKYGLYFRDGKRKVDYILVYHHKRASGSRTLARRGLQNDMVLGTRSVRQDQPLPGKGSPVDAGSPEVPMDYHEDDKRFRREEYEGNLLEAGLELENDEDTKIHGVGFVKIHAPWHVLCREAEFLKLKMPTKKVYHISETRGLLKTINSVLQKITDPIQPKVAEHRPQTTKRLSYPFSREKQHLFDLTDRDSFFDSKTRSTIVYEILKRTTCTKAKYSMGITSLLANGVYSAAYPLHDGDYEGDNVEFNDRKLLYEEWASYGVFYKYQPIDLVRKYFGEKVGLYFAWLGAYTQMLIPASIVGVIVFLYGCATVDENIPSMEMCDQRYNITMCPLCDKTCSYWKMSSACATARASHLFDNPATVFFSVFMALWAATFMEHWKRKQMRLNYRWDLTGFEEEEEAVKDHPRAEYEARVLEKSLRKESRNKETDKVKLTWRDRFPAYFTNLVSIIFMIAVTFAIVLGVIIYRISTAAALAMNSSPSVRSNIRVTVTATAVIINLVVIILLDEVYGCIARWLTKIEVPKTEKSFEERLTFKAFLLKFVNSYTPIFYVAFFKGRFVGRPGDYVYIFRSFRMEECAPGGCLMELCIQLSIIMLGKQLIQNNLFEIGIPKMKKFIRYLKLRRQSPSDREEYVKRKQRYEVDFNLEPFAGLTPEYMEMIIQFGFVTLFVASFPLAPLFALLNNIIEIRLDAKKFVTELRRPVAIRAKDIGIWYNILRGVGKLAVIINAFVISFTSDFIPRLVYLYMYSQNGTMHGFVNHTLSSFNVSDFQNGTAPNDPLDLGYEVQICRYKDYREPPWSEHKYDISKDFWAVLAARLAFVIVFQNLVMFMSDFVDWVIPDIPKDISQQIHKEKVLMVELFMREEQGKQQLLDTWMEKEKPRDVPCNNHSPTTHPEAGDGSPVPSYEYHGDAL
TMEM16A act – mouse TMEM16A channel activation, primary screen. HEK293 TMEM16A/YFP-H148Q/I152L, iodide quench fluorescence; hits give low values. B-score at 10 µM. actives 0.3% (n = 340,000). AID 623877;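 active = fluorescence-ratio B-score plate-corrected deviation score at least 3 library SD below zero, with starting fluorescence score within 5 deviations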;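 note: channel opened by trigger with iodide after compound preincubation; score built on the fluorescence ratio of max minus min over baseline; more negative score means more quench and so TMEM16A activation or potentiation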
TRPC4 act – opens the mouse TRPC4 cation channel; Q9QUQ5; actives 0.49% (n = 310,000); HEK293 TRPC4beta/mu-opioid, Fluo4 calcium fluorescence; hits give high values; AID 2237; B-score at 10 µM;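 active = B-score above 5 SD of library B-scores, and initial fluorescence ratio not above library mean plus 5 SD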;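 note: positive B-score marks a calcium rise read as TRPC4 activation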
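Technique: kinetic Fluo4 calcium fluorescence; Test system: TRPC4beta and mu-opioid receptor HEK293 stable cells; Measure: B-scored integrated calcium fluorescence ratio; Benchmarks: low control buffer alone, high control maximal DAMGO; Schedule: 45 min room-temperature Fluo4 loading, 110 s read.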
MrgX1 antag – blocks BAM8-22 activation of human MrgX1 receptor; AID 588676; MRGX1-HEK293 calcium flux, Fluo-4, BAM8-22 antagonism; hits give low values; Q96LB2; actives 1.3% (n = 310,000); B-score at 10 µM;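 active = calcium-response B-score plate-corrected more than 3 library SD below zero, starting fluorescence within 5 deviations, no agonist response on first addition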;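 note: peak minus trough fluorescence over baseline after final BAM8-22 challenge near maximal dose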
TRPC4 inh – blocks the mouse TRPC4 cation channel. Q9QUQ5. HEK293 TRPC4beta/mu-opioid, DAMGO-evoked Fluo4 calcium flux; hits give low values. B-score at 10 µM. actives 0.39% (n = 300,000). AID 2247;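 active = B-score over 3 SD under the library average, no early fluorescence shift, positive overall ratio signal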
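Assay system: Stable TRPC4beta/mu-opioid receptor HEK293 cells | Reagent: DAMGO in two steps, submaximal then maximal | Compound dosing: Single concentration per test compound | Signal: Fluo4 Ca2+ flux fluorescence | Evaluation: Per-well B score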
* = called active by the depositor; i = inactive; · = no result given. An unsorted share of the library; any-hit rate near 5.8%.

SMILES	MrgX1 allo act	RGS4 inh	TRPC6 activator	TRPC6 inh	MrgX1 agonist	TRPC4 PAM	ANO1 block	TMEM16A act	TRPC4 act	MrgX1 antag	TRPC4 inh
O=C(COc1cccc(Cl)c1)Nc1ccccc1N1CCCCC1	i	i	i	i	i	i	i	i	i	i	i
O=[N+]([O-])c1ccc(/C=N/n2c(CO)nc3ccccc32)s1	i	i	i	i	i	i	i	i	i	i	i
CCS(=O)(=O)c1ccc2oc(SCC(=O)NCCc3ccc(F)cc3)nc2c1	i	i	i	i	i	i	i	i	i	i	i
Cc1ccc(C(=O)NC(N(C)C)C(Cl)(Cl)Cl)cc1 (stereo not given)	i	i	i	i	i	i	i	i	i	-4.5*	i
O=C(O)c1ccc(S(=O)(=O)c2ccc([N+](=O)[O-])cc2[N+](=O)[O-])cc1	i	i	i	i	i	i	i	i	i	i	i
CCN1CCCC1CNC(=S)Nc1ccc(C(C)=O)cc1 (stereo not given)	i	i	i	i	i	i	i	i	i	i	i
O=C(NCc1cccnc1)c1ccc(-c2ccc(Cl)cc2)o1	i	i	i	i	i	i	i	i	i	i	i
CC(=O)SCCC(=O)N1C(C)CCCC1C(=O)O (stereo not given)	i	i	i	i	i	i	i	i	i	i	i
O=C1C(Cl)=C(N2CCCCC2)C(=O)N1c1ccccc1Cl	i	i	i	i	i	i	i	i	i	i	i
COc1ccc(-c2cc(C(=O)Nc3ccc(Br)cc3)no2)cc1	i	i	i	i	i	i	i	i	i	i	i
O=C(c1cn(-c2ccccc2)nc1-c1cccs1)N(CCO)Cc1ccccc1	i	i	i	i	i	i	i	i	i	i	i
CCCn1c(=O)c(C(=O)NCCc2ccccc2)c(O)c2ccccc21	i	i	i	i	i	i	i	i	i	i	i
Cc1ccc(C(=O)O/N=C2\CCSc3ccc(C)cc32)cc1	i	i	i	i	i	i	i	i	i	i	i
COCC(=O)N1CCC(n2nnc3cc(F)ccc32)CC1	i	i	i	i	i	i	i	i	i	i	i
Cc1ccccc1C(=O)Nc1ccc2c(c1)OCCO2	i	i	i	i	i	i	i	i	i	i	i
CC(=O)c1ccc(OCc2cc(C(=O)N3CCN4CCCC4C3)no2)cc1 (stereo not given)	i	i	i	i	i	i	i	i	i	i	i
O=C(N/N=C/c1ccc(OC(F)F)cc1)c1ccc(CSc2nc3ccccc3[nH]2)cc1	i	i	i	i	i	i	i	i	i	i	i
O=[N+]([O-])c1cc(F)c(N2CCCCC2)cc1N1CCOCC1	i	i	i	i	i	i	i	i	i	i	i
Cc1c(Cl)cn2c(=O)cc(CN3CCN(c4ccc(F)cc4)CC3)nc2c1Cl	i	i	i	i	i	i	i	·	i	i	i
CCOC(=O)c1c(O)c(O)c(C(=O)OCC)n1-c1ccccc1	i	i	i	i	i	i	i	i	i	i	i
CC(C)(C)c1ccc(C(=O)O/N=C(\N)c2ccccc2)cc1	i	i	i	i	i	i	i	i	i	i	i
COc1ccc(NC(=O)c2cc3c(-c4ccc(OC)c(OC)c4)nn(C)c3s2)cc1OC	i	i	i	i	i	i	i	i	i	i	i
O=C(CN1C(=O)NC2(CCCCCC2)C1=O)NC1CC1	i	i	i	i	i	i	i	i	i	i	i
CCCNC(=O)Cn1c2ccccc2c2nc(=O)cc(C)n21	i	i	i	i	i	i	i	i	i	i	i
C=CCn1c(COc2ccccc2)nnc1SC(C)C(=O)N/N=C/c1cc(Cl)ccc1O (stereo not given)	i	i	i	i	i	i	i	i	i	i	i
O=C(Nc1ccccc1F)c1cc(S(=O)(=O)N2CCCCC2)cs1	i	i	i	i	i	i	i	i	i	i	i
COC(=O)c1[nH]c2cc(OC)ccc2c1NC(=O)c1c(F)cccc1F	i	i	i	i	i	i	i	i	i	i	i
COC(=O)/C(=C/c1c[nH]c2ccccc12)NC(C)=O	i	i	i	i	i	i	i	i	i	i	i
O=S(=O)(Nc1ncccn1)c1ccc(NC(=S)Nc2ccccc2)cc1	i	i	i	i	i	i	i	i	i	i	i
Cc1ccc(CNC(=O)CS(=O)(=O)Cc2nc(-c3ccc(C)cc3)oc2C)cc1	i	i	i	i	i	i	i	i	i	i	i
CCC(=O)N1CCc2cc(S(=O)(=O)NCCC(=O)N3CCN(c4ccccn4)CC3)ccc21	i	·	·	·	i	·	i	i	·	i	·
CC(=O)NC1=NN(C(C)=O)C(C)(c2ccc(C)o2)S1 (stereo not given)	i	i	i	i	i	i	i	i	i	i	i
CCC(C)[C@H](NC(=O)NCCCOC(C)C)C(=O)OC (stereo not given in full)	i	i	i	i	i	i	i	i	i	i	i
CSc1nsc(SCC(=O)Nc2ccc(F)cc2)n1	i	i	i	i	i	i	i	i	i	i	i
COCCNC(=S)N1CCC(Cc2ccccc2)CC1	i	i	i	i	i	i	i	i	i	i	i
COc1ccc(COC(=O)CCN=C2NS(=O)(=O)c3ccccc32)cc1F	i	i	i	i	i	i	i	i	i	i	i
Cc1ccccc1OCc1nnc(SCC(=O)Nc2ccc3nc(SCC(=O)Nc4ccccc4)sc3c2)n1C	i	i	i	i	i	i	i	i	i	i	i
Cc1cccc(N(CC(=O)N2CCN(c3ccccc3F)CC2)S(C)(=O)=O)c1	i	i	i	i	i	i	i	i	i	i	i
O=C(CNCCc1ccc(F)cc1)Nc1cc(F)ccc1F	i	i	i	i	i	i	i	i	i	i	i
O=C(c1ccco1)N1CCN(c2ncnc3c2nnn3Cc2ccccc2Cl)CC1	i	i	i	i	i	i	i	i	i	i	i

Two of the compounds above, as a markdown table.
| structure | MrgX1 allo act | RGS4 inh | TRPC6 activator | TRPC6 inh | MrgX1 agonist | TRPC4 PAM | ANO1 block | TMEM16A act | TRPC4 act | MrgX1 antag | TRPC4 inh |
| --- | --- | --- | --- | --- | --- | --- | --- | --- | --- | --- | --- |
| O=S(=O)(Nc1ncccn1)c1ccc(NC(=S)Nc2ccccc2)cc1 | i | i | i | i | i | i | i | i | i | i | i |
| Cc1ccc(CNC(=O)CS(=O)(=O)Cc2nc(-c3ccc(C)cc3)oc2C)cc1 | i | i | i | i | i | i | i | i | i | i | i |

More structures follow:
SMILES	MrgX1 allo act	RGS4 inh	TRPC6 activator	TRPC6 inh	MrgX1 agonist	TRPC4 PAM	ANO1 block	TMEM16A act	TRPC4 act	MrgX1 antag	TRPC4 inh
CCc1nn(CC(=O)NCCCN2CCOCC2)c(=O)c2cc3cc(F)ccc3n12	i	i	i	i	i	i	i	i	i	i	i
CC(C)C(NC(=O)C1CCCCC1)C(=O)NC1CCCC(C)C1C (stereo not given)	i	i	i	i	i	i	i	i	i	i	i
COc1ccc(OC)c(NC(=O)c2ccc(S(=O)(=O)N3CCN(C)CC3)cc2)c1	i	i	i	i	i	i	i	·	i	i	i
CCOC(=O)/C=C1\Nc2ccccc2SC1=O	i	i	i	i	i	i	i	i	i	i	i
O=C(Nc1ccccc1C(=O)NCC1CCCO1)c1ccc(Cl)cc1Cl (stereo not given)	i	i	i	i	i	i	i	i	i	i	i
CCN(CC)c1ccc(/C=N/NC(=O)c2ccccn2)cc1	i	i	i	i	i	i	i	i	i	i	i
CCc1c(-c2ccccc2)nc2nc(C)c(C)nn12	i	i	i	i	i	i	i	i	i	i	i
CCCCNC(=S)NNC(=O)c1csc(C)c1C	i	i	i	i	i	i	i	i	i	i	i
Cc1ccc(NC(=O)C(OC(=O)c2ccccc2Cl)c2ccccc2)cc1Cl (stereo not given)	i	i	i	i	i	i	i	i	i	i	i
CCOc1ccc(CCNC(=O)C2CCN(S(=O)(=O)N3CCCCC3)CC2)cc1OCC	i	i	i	i	i	i	i	i	i	i	i
COc1cc2c(cc1OC)C(c1ccc(-c3ccc(Cl)c(Cl)c3)o1)=NCC2	i	i	i	i	i	i	i	i	i	i	i
CC1Sc2ccc(Cl)cc2-c2nc(N)ncc21 (stereo not given)	11*	i	i	i	i	i	i	i	i	i	i
Cc1oc(-c2cccs2)nc1CS(=O)CC(=O)NCCc1ccccc1 (stereo not given)	i	i	i	i	i	i	i	i	i	i	i
CCOC(=O)C1=C(COC(=O)/C=C/c2ccccc2)NC(=O)NC1C (stereo not given)	i	i	i	i	i	i	i	i	i	i	i
CCO/C(C)=C1\C(=O)Nc2ccccc21	i	i	i	i	i	i	i	i	i	i	i
Cc1ccc(C(=O)Nc2ccc(Oc3cccc(C(F)(F)F)c3)nc2)cc1	i	i	i	i	i	i	i	i	i	i	i
CCn1cc(C(=O)NCCC(C)C)c(=O)c2cc(S(=O)(=O)N3CCCCC3)ccc21	i	i	i	i	i	i	i	i	i	i	i
CCOC(=O)c1c(C)[nH]c(C(=O)Cn2c(=O)c3c(ncn3CC)n(Cc3ccccc3)c2=O)c1C	i	i	i	i	i	i	i	i	i	i	i
COc1cc(/C=C/c2ccc3cccc(O)c3n2)ccc1O	i	i	i	i	i	i	i	i	i	i	i
Cc1ccc2nc(-c3ccccc3)oc(=O)c2c1	i	i	i	i	i	i	i	i	i	i	i
CCO[C@H]1OC(C(=O)N2CCOCC2)=C[C@@H](c2ccc(Br)cc2)[C@@H]1CCCO	i	i	i	i	i	i	i	i	i	i	i
COc1ccccc1CNC(=O)c1ccccc1C(=O)NC(CC(C)C)C(=O)NCc1ccccc1OC (stereo not given)	i	i	i	i	i	i	i	i	i	i	i
COC(=O)c1cccc(S(=O)(=O)N2CCN(c3nc4ccccc4s3)CC2)c1	i	i	i	i	i	i	i	i	i	i	i
CCCOc1ccc(C2=CSC3=NCCN23)cc1Cl	i	i	i	i	i	i	i	i	i	i	i
Nc1nc(NCCO)nc(NCc2ccccc2)c1[N+](=O)[O-]	i	i	i	i	i	i	i	i	i	i	i
CC1CCCC(NC(=O)C2CCN(S(=O)(=O)c3cnc[nH]3)CC2)C1C (stereo not given)	i	i	i	i	i	i	i	i	i	i	i
COc1ccc(CC2(CO)CCN(Cc3cnn(-c4ccc(F)cc4)c3)CC2)cc1	i	i	i	i	i	i	i	i	i	i	i
COc1ccc2cc(S(=O)(=O)N3CCCCC3)ccc2c1S(=O)(=O)N1CCCCC1	i	i	i	i	i	i	i	i	i	i	i
CCOC(=O)c1c(S(=O)(=O)NCC(=O)N2CCN(c3cccc(OC)c3)CC2)c(C)n(C)c1C	i	i	i	i	i	i	i	i	i	i	i
